# Source: PubChem BioAssay (National Center for Advancing Translational Sciences (NCATS))
# PGK inhibitor: blocks T. brucei phosphoglycerate kinase. PGK/GAPDH coupled, Kinase-Glo luminescence, 60 min. 380,000 tested, 0.043% active. Potency, µM (series often up to 57.5 µM), for the others: at the highest dose activity change, negative = inhibition, hits mostly inhibitors; further: potency means the concentration at half of the fitted maximal effect; on the % scale 0 is the no-effect control and ±100 the full control effect; nearly all actives have a fitted effect of over 60% in size
# Target sequence (P07378 whole entry, looked up): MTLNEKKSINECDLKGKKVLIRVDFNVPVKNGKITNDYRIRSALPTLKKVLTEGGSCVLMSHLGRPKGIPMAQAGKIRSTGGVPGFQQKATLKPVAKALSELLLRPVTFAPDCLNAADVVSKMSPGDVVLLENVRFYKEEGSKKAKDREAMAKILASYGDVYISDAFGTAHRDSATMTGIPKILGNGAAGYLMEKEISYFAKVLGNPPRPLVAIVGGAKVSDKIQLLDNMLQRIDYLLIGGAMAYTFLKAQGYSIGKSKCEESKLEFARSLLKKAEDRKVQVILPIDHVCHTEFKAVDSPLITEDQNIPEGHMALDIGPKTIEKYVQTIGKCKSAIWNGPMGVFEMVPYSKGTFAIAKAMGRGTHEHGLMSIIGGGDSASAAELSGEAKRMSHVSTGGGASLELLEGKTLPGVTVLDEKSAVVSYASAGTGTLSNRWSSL
#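 Recombinant glycosomal PGK reaction used 1,3-bisphosphoglycerate generated in-well by GAPDH (100nM final) in 100mM TEA pH 7.6, 5mM MgCl2, 0.01% Tween-20. After 60 minutes at room temperature, ATP was read by Kinase-Glo Plus luminescence end-point.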
# PI4K2A inh: inhibitors of human PI4K2A | purified PI4K2A, ADP-Glo luminescence, 1 h; stronger effect = lower value | activity change, negative = inhibition, % at 76.9 µM | 420,000 tested, 0.13% active; in the data active means activity change below about -50%; inconclusive means mostly about -30% to -49%;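 further: -100% = wells without enzyme as full effect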
# Target sequence (Q9BTU6 whole entry, looked up): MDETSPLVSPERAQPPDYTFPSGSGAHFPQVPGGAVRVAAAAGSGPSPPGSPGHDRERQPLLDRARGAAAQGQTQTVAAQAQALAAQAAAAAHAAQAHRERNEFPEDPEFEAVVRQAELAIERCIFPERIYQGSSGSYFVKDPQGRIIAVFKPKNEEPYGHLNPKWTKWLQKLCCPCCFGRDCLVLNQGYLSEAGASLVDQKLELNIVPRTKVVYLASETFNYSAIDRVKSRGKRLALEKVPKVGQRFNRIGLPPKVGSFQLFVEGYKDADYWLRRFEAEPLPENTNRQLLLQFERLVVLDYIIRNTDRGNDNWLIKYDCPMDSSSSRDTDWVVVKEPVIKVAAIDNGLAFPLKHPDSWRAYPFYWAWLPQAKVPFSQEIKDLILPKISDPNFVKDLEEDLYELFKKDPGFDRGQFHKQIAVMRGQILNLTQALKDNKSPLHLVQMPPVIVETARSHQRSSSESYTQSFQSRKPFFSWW
#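 ADP-Glo luminescence measured ADP generated by PI4K2A enzyme (4 ug/mL before mixing) with 1.2 mM PI substrate (pre-mix) and 300 microM ATP (pre-mix). Tris pH7.5 buffer with MgCl2, Triton X-100; 1 h reaction at ambient temperature.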
# Pin1 inh: human Pin1 inhibition; Q13526; Pin1 FP peptide displacement, HiFluor488, 10 min; Potency, µM (titrated, usually from 115 µM), inactives show top-dose activity, negative = inhibition, most hits filed as inhibitors; 390,000 tested, 0.009% active; active means well fitted inhibition curve with a large enough effect in the polarisation, with a control signal flat, not every such curve was filed as active; inconclusive means small, poorly fitted or top-dose-only effect, or effect the other way, or a change in a side signal; inactive means no such curve, though single readings can be large or run the other way; the % refers to the polarisation; further: potency means the concentration at half of the fitted maximal effect; on the % scale 0 is the no-effect control and ±100 the full control effect
# TrxR1 substrate: rat thioredoxin reductase 1 substrate activity | Potency, µM (series often up to 114 µM), for inactives: top-dose activity change, negative = substrate turnover | O89049 | purified TrxR1 substrate turnover, NADPH consumption readout | 390,000 tested, 0.01% active; further: potency means the concentration at half of the fitted maximal effect; on the % scale 0 is the no-effect control and ±100 the full control effect; nearly all actives have a fitted effect of over 50% in size
#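 Rat TrxR1, dispensed at 90 nM, was prereduced with 400 uM NADPH (final) for 5 min at ~22 deg C, then incubated with compound 15 min before 400 uM selenite. A first-read NADPH fluorescence drop versus no-compound background flagged substrates.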
# mIDH1 inhibitor: blocks human mutant IDH1 R132H enzyme | IDH1-R132H enzyme, NADPH consumption, diaphorase/resazurin fluorescence | AID 602179 | O75874 | Potency, µM (top dose mostly 76.6 µM), for inactives: at the top dose activity change, negative = inhibition, usual class: inhibitors | 390,000 tested, 0.093% active; further: potency means the concentration at half of the fitted maximal effect; on the % scale 0 is the no-effect control and ±100 the full control effect; nearly all actives have a fitted effect of over 65% in size
#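 IDH1-R132H (0.5 ug/mL dispensed) in pH 7.5 Tris buffer was preincubated 30 min with compound, then given a substrate mix of 0.016 mM NADPH and 2 mM alpha-KG for 80 min at room temperature; remaining NADPH was read by diaphorase/resazurin fluorescence.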
# USP1 inh: USP1/UAF1 (human) deubiquitinase inhibition; recombinant USP1/UAF1, Ub-Rhodamine cleavage fluorescence; Potency, µM (doses to about 57.1 µM), for the others: at the top dose activity change, negative = inhibition, most hits filed as inhibitors; 390,000 tested, 0.23% active; AID 743255; further: potency means the concentration at half of the fitted maximal effect; on the % scale 0 is the no-effect control and ±100 the full control effect; nearly all actives have a fitted effect of over 60% in size; inactives centre near -12
#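 Step one: compound is pinned into 1nM USP1/UAF1 in HEPES pH 7.8 buffer with TCEP. Step two: 15 min room-temperature incubation. Step three: Ub-Rho (150nM final) starts cleavage, tracked by fluorescence over six one-minute reads.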
# HP1b binding inh: blocks HP1-beta chromodomain binding to methylated histone tails | P83916 | AID 540317 | AlphaScreen HP1-beta / biotin-H3K9me3 peptide binding | 390,000 tested, 0.56% active | Potency, µM (top dose mostly 114 µM), without a hit: at the top dose activity change, negative = inhibition, hits mostly inhibitors; further: potency means the concentration at half of the fitted maximal effect; nearly all actives have a fitted effect of over 70% in size; inactives centre near 23
# Target sequence (P83916 whole entry, looked up): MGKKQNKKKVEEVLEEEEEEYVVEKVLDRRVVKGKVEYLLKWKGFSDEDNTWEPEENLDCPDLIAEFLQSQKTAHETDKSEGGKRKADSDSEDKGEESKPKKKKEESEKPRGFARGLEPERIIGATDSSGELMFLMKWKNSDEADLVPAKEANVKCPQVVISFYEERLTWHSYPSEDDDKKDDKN
#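 Compound inhibition of the preformed complex between 50 nM HP1-beta and 50 nM biotinylated H3K9me3 peptide was read by AlphaScreen. Buffer was PBS pH 7.4 with 0.01% Tween-20. Incubations ran 30 min at room temperature, with 10 ug/mL donor/acceptor beads.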
# rTrxR1 inhibitor: rat TrxR1 inhibition; recombinant rTrxR1, NADPH fluorescence consumption, selenite substrate; Potency, µM (top dose mostly 114 µM), for the others: top-dose activity change, negative = inhibition, most hits filed as inhibitors; 390,000 tested, 1% active; O89049; AID 588453; further: potency means the concentration at half of the fitted maximal effect; on the % scale 0 is the no-effect control and ±100 the full control effect; nearly all actives have a fitted effect of over 65% in size
#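 Rat TrxR1 (90 nM in the dispensed reagent) was pre-reduced with 400 uM NADPH for 5 min at room temperature, then incubated with compound for 15 min. After 400 uM selenite was added, NADPH fluorescence (Ex 340/Em 450 nm) was followed for 8 min.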
# GLS inh: inhibitors of human glutaminase (GLS). GLS enzymatic activity, qHTS titration. 410,000 tested, 0.21% active. Potency, µM (titrated, usually from 45.5 µM), inactives show top-dose activity change, negative = inhibition, usual class: inhibitors. AID 624170. O94925; further: potency means the concentration at half of the fitted maximal effect; on the % scale 0 is the no-effect control and ±100 the full control effect
#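 Glutamate formation by hKGA was monitored fluorometrically using coupled glutamate oxidase, HRP and Amplex Red. Substrate was added as 1 mM L-glutamine solution; incubation was 30 min at RT after an initial read.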
# Numbers without * were called inactive; i = inactive; ? = inconclusive; / = not tested or not shown; & = joins results of further samples; [ ] = dose if it differs, or a comment. Unless noted, the call rests on the fitted dose curve; in most records, active means well fitted curve in the direction sought with a large enough effect; inconclusive means small, poorly fitted or top-dose-only effect, or another doubt; inactive means no such curve, though single readings can be large; an effect the other way counts as inactive or inconclusive. Not all compounds are listed; count on the stated rates, not on these rows.
structure,HP1b binding inh,mIDH1 inhibitor,PI4K2A inh,USP1 inh,Pin1 inh,GLS inh,rTrxR1 inhibitor,TrxR1 substrate,PGK inhibitor
Cc1cc(S(=O)(=O)NCc2ccc(S(N)(=O)=O)cc2)c(C)s1,30%[activator],-4%,0,-15%,1%,2%,12%[57.1 µM],5%[57.1 µM],-7%
C=CCNc1ncnc2c1[nH]c1ccc(Cl)cc12,21%,4%,-6,3%,-3%,17%,12%,10%,-11%
COc1ccc(S(=O)(=O)NC(C)C)cc1C(=O)NC1CCCCC1,18%,3%,1,-8%,-2%,23%,-6%,-9%,5%
CC1(C(=O)NNC(=S)NCC2CCCO2)CC1(Cl)Cl (centres undefined),60%[activator],6%,2,-22%,-12%,6%,-6%,-1%,-9%
Cc1ccc(-c2nn(CC(=O)Nc3cccc(C(F)(F)F)c3)c(=O)c3ccccc23)cc1,27%,2%,1,-8%,?,-6%,32%,9%,i
O=S(=O)(NCCc1ccc(F)cc1)c1cc(C(F)(F)F)ccc1Br,104%[activator],10%,3,?,-2%,-11%,4%,-13%,-11%
COc1ccccc1NS(=O)(=O)c1ccc(C(=O)N2CCCC(C(F)(F)F)C2)cc1 (centres undefined),29%,1%,0,-4%,0%,-4%,-2%,-2%,2%
Cc1ccnc(SCc2cc(=O)c(OC(=O)c3ccco3)co2)n1,40%,7%,4,-4%,0%,-7%,-13%,-10%,-1%
CC(C)c1nc(N2CCOCC2)c(C#N)c2c1CCC2,88%,-5%,4,-4%,-7%,12%,-9%,70%[activator],0%
COc1ccc(/C=N/Nc2cc(C)nc3ccc(Br)cc23)cc1,?,-23%,5,-17%,?,0%,-2%,1%,2%
COc1ccc(C2(c3ccc(OC)cc3)NC(=O)N(CC(=O)N(C)C)C2=O)cc1,-11%,6%,-2,-21%,-2%,-2%,11%,1%,i
O=C(Nc1nc2ccccc2[nH]1)c1ccc(Cl)c(S(=O)(=O)N2CCCC2)c1,7%,7%,1,-19%,-2%,5%,7%,-3%,i
CN(CCOc1ccc(Cl)cc1)CC(O)c1ccccc1 (centres undefined),71µM*,-3%,-5,0%,-4%,11%,-11%[57.1 µM],-6%[57.1 µM],4%
Cc1sc2nc(-c3cccs3)oc(=O)c2c1C,27%,-10%,2,-23%,31%[activator],0%,37%[activator],11%,-1%
Cc1cc(NC(=O)CSc2nc3ccccc3c(=O)n2-c2ccccc2)no1,22%,3%,-2,-10%,1%,8%,17%,10%[57.1 µM],3%
CCCCCOc1ccc(/C=C/c2c([N+](=O)[O-])c(=O)n(C)c(=O)n2C)cc1,25%,0%,4,-19%,2%,-11%,3%,0%,-2%
CCOC(=O)c1cc(C#N)c(N2CCN(C(=O)c3ccccc3)CC2)nc1C(F)(F)F,96%[activator],8%,1,-10%,0%,0%,19%[11.4 µM],-22%[11.4 µM],i
O=C(CCC1CCCC1)N1CCc2c([nH]c3ccccc23)C1c1ccc(Cl)cc1 (centres undefined),-4%[57 µM],3%,3,-1%,5%,-9%,18%[57.1 µM],-4%[57.1 µM],8%
Cc1ccc(NC(=O)c2ccc(=O)[nH]n2)cc1S(=O)(=O)Nc1ccc(SC(F)F)cc1,24%,-14%,2,-7%,11%,-5%,30%,2%,-9%
COc1ccccc1Oc1nc2ccccn2c(=O)c1/C=C(\C#N)C(=O)Nc1c(C)n(C)n(-c2ccccc2)c1=O,13%,0%,-13,-14%,2%,-2%,-12%,5%[57.1 µM],0%
CCNC(=O)CCSc1nc2cc(Cl)ccc2o1,28%,2%,4,2%,4%,0%,-1%,-6%,-4%
COc1cccc(CN2CCN(c3nc4nonc4nc3N3CCCCC3)CC2=O)c1,10%,-11%,2,-20%,2%,-3%,11%,-4%,-11%
C/C(=N\NS(=O)(=O)c1ccc(C(C)(C)C)cc1)c1ccccc1,27%,4%,5,-13%,0%,8%,-8%,-10%,6%
Cc1nn(C(C)C(=O)NCCc2ccccc2)c(=O)c2c1sc1ccccc12 (centres undefined),33%,22%,-2,?,35%[activator],1%,86%[activator],53%[activator],3%

# Single records, from the list above. Order of screens: HP1b binding inh, mIDH1 inhibitor, PI4K2A inh, USP1 inh, Pin1 inh, GLS inh, rTrxR1 inhibitor, TrxR1 substrate, PGK inhibitor
# Results for O=C(CCC1CCCC1)N1CCc2c([nH]c3ccccc23)C1c1ccc(Cl)cc1 (centres undefined) : -4%[57 µM], 3%, 3, -1%, 5%, -9%, 18%[57.1 µM], -4%[57.1 µM], 8%
# Results for CCNC(=O)CCSc1nc2cc(Cl)ccc2o1 : 28%, 2%, 4, 2%, 4%, 0%, -1%, -6%, -4%

# Remaining list, next part
structure,HP1b binding inh,mIDH1 inhibitor,PI4K2A inh,USP1 inh,Pin1 inh,GLS inh,rTrxR1 inhibitor,TrxR1 substrate,PGK inhibitor
CCOC(=O)c1sc(-c2ccccc2)cc1NC(=O)Nc1ccccc1,47%[activator],3%,1,-23%,12%,-3%,15%,20%,i
COc1ccccc1CNC(=O)Cn1ncc2c(=O)oc3ccc(C)cc3c21,54%[activator],5%,1,?,1%,-6%,6%,0%,-3%
COc1ccc(CCN2C(=O)c3cccnc3C2=O)cc1OC,13%,9%,10,-1%,-1%,2%,-3%,-5%,1%
COc1cccc(NC(C)C(=O)Nc2cc([N+](=O)[O-])ccc2Cl)c1 (centres undefined),?,1%,0,-31%,-3%,2%,7%[57.1 µM],2%[57.1 µM],15%
CS(=O)(=O)c1cnc2c(-c3ccc(F)cc3)cnn2c1N,31%,1%,-3,-24%,3%,-7%,20%,33%[activator],-1%
Cc1ccc(C(C)C)c(OCc2n[nH]c(=S)o2)c1,4%,-2%,-2,-24%,-3%,0%,4%,4%,9%
CC(C)(C)n1nc2c(c1NC(=O)c1ccco1)CS(=O)C2 (centres undefined),13%,-2%,6,-3%,7%,3%,-2%,14%[57.1 µM],5%
COc1cccc(-c2nnc(NC(=O)Cc3cccs3)s2)c1,?,-4%,-8,-22%,33%[activator],-13%,-9%,7%[57.1 µM],-3%
COc1cc2c(c(OC)c1OC)-c1ccc(NC(=O)c3ccccc3)c(=O)cc1[C@@H](NC(C)=O)CC2,-23%,3%,4,-12%,1%,2%,2%[57.1 µM],2%[57.1 µM],-6%
O=C(CN(C(=O)c1ccc(Cl)cc1)C1CCCCC1)Nc1ccc(Cl)c([N+](=O)[O-])c1,8%,3%,-2,-21%,0%,0%,0%,-6%,-5%
Cc1ccc(S(=O)(=O)n2nc(-c3ccco3)nc2SCc2ccccc2)cc1,21%,6%,-1,-15%,-4%,4%,-4%,4%,19%
Cc1ccc2nc(SCC(=O)Nc3ccc(F)cc3)nc(=O)n2c1,36%,1%,-4,-17%,2%,-4%,-16%,-7%,1%
CN1CCN(NC(=O)c2ccc(F)cc2)CC1,28%,0%,2,-3%,-5%,13%,-5%,-7%,-5%
COc1cc(C(=O)NCCNc2nc3c(C)cccc3cc2C#N)cc(OC)c1OC,/,-3%,0,-24%,/,-2%,/,/,-3%
Cc1c(Cl)cccc1NC(=O)CCCN1C(=O)c2cccnc2C1=O,15%,-7%,4,-5%,-3%,19%,15%[57.1 µM],6%[57.1 µM],-6%
COc1ccc(Nc2c3c(nc4ccc(C)cc24)CCC3)cc1,2%,1%,-4,-14%,1%,-7%,1%,-11%,-7%
O=C(O)c1ccc(S(=O)(=O)c2ccc3c(c2)C(=O)N(NC(=O)c2ccccc2)C3=O)cc1,46%[activator],-5%,-2,-3%,-3%,16%,15%[57.1 µM],-4%[57.1 µM],-4%
c1ccc(CNC2=NCCCCC2)cc1,29%,2%,-6,-16%,-1%,-2%,-2%[57.1 µM],4%[57.1 µM],-11%
COc1ccc(CCN(Cc2ccccn2)C(=S)Nc2ccccc2F)cc1OC,-6%,7%,8,-10%,2%,7%,20%[57.1 µM],-11%[57.1 µM],0%
CCCNC(C)(C)COC(=O)c1ccccc1,19%,3%,-6&-5,-24%,-8%,2%&0%,16%,10%,i
CCCCC(CC)C(=O)Nc1ccc(S(=O)(=O)N2CCCC2)cc1 (centres undefined),40%[activator],2%,-1,-15%,-1%,6%,4%,-5%,7%
Cc1ccc2nc(C3CCCCC3)[nH]c2c1,48%[activator],10%,-6,-18%,-6%,-7%,22%,2%,-2%
Cc1ccc(NC(=O)c2cccc(N3C(=O)C4C5CCC(C5)C4C3=O)c2)c(C)c1 (centres undefined),15%,5%,2,-20%,-5%,6%,-3%,-4%,6%
Cc1cccc(C)c1NC(=O)C(c1ccc([N+](=O)[O-])cc1)N(C)C(=O)c1ccccn1 (centres undefined),45%[activator],5%,0,-18%,-2%,7%,?,6%,-1%
CNS(=O)(=O)c1cc(Br)ccc1S(=O)c1ccccc1C(=O)O (centres undefined),36%,-8%,8,-15%,-7%,-1%,33%,3%,-10%
O=C(COc1ccccc1Cl)Nc1ccc2c(c1)C(=O)NC2=O,16%,-12%,-2,-8%,4%,11%,49%[activator],14%,-9%
CCOC(=O)C1=C(CC)Nc2ccccc2N=C1N,-18%,1%,1,-7%,-7%,-6%,6%[57.1 µM],-4%[57.1 µM],-2%
COc1ccc(-n2c(C)nnc2SCC(=O)NC2CC2)cc1,22%,2%,-1,-8%,-7%,1%,12%,-3%,11%
N/C(=N\c1nc2c(c(=O)[nH]1)CCCC2)Nc1ccccc1,9%,7%,9,0%,5%,0%,-3%,-6%,2%
